# Screens: PubChem, Broad Institute
# RAD54 branch: inhibitors of human RAD54 branch migration, primary screen, biochemical, fluorescence, single point | actives 0.14% (n = 360,000) | RAD54 Holliday junction branch migration, FAM/BHQ fluorescence | AID 602329, 2012 | inhibition, % at 10.4 µM;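 active means mean normalized replicate activity at least 40 and at least half of replicates scoring 40 or more; inconclusive means only one of the two criteria met; inactive means mean below 40 and under half of replicates reaching 40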;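 further: 0% = median of neutral control wells and 100% = median of positive control wells; inhibitors cause a drop in the FAM fluorescence signal; in these data hits start at about 50%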
# GSIS activator: GLuc luminescence reporter in INS-1E cells, primary screen for activators of glucose-dependent secretion of insulin; actives 0.61% (n = 370,000); INS-1E GLuc reporter insulin secretion, 2-3 h; activation, % at 16.6 µM;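 active means lowest replicate activation of at least 40%, so every replicate reaches that level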;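 further: 0% = median of neutral control wells and 100% = median of IBMX positive control wells; some compounds called inactive have numbers as strong as hits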
# RAD52 anneal inh: RAD52 DNA annealing inhibitors, primary screen, biochemical, FRET, single point, set 2 | DNA repair protein RAD52 homolog (Homo sapiens), P43351 | recombinant RAD52 DNA annealing, FRET fluorescence | inhibition, % at 18.7 µM | actives 0.46% (n = 360,000) | AID 651710, 2012;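 active means every replicate showing at least 50% inhibition; inconclusive means mean inhibition at least 50% but not in every replicate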
# Target sequence (P43351 whole entry, looked up): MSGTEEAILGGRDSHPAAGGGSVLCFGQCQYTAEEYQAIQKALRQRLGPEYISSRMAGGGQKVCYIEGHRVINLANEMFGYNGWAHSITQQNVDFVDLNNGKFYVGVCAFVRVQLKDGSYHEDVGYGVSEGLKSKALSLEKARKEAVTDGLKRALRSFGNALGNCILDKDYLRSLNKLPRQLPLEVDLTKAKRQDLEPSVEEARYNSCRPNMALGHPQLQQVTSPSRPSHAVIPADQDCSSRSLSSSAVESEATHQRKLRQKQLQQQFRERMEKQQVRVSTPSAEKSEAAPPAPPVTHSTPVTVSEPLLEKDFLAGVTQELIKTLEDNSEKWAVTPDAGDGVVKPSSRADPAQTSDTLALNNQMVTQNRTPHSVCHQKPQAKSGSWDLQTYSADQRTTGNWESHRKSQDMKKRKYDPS
# Casp6 inh: human caspase-6 inhibitors, primary screen, biochemical, VEID-R110 fluorescence, single point, set 2. P55212. purified caspase-6, Z-VEID-R110 cleavage fluorescence. inhibition, % at 12.5 µM. actives 0.53% (n = 350,000);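 active means mean inhibition across replicates at least about 35%, with every replicate also reaching that limit, limit read from the data; inconclusive means only one of the two criteria met; inactive means neither criterion met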;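 further: 0% = median of neutral control wells and 100% = no fluorescence left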
# Target sequence (P55212 24-179 limits assumed): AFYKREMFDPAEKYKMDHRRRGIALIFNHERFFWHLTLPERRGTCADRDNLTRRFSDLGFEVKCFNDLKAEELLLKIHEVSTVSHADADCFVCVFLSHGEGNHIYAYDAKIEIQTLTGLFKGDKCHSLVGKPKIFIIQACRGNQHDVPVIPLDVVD
# Target sequence (P55212 194-293 limits assumed): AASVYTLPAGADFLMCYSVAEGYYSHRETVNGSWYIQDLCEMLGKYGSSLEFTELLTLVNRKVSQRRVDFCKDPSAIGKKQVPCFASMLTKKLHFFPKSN
# E-sel inducer: E-selectin induction in HUVECs, primary screen, imaging, HUVEC, immunofluorescence imaging, single point; normalized: neutral wells 0, TNF-alpha wells 100; activation, % at 7.58 µM; actives 0.37% (n = 260,000);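 active means mean E-selectin-positive cell signal at least 10% of the positive control, reached in at least 60% of replicates, without over 20% cell loss; inconclusive means no rule given, readout overlaps actives, possibly toxicity-flagged; inactive means the rest, including those meeting only one limit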;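 further: in these data hits start at about 27%; measured in HUVEC primary endothelial cells; signal is the percent of cells scored E-selectin positive by PE staining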
#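 Material: HUVEC primary endothelial cells; Amount: 3,000 cells per well; Dosing: single concentration; Medium: EGM-2 growth medium on 0.1% gelatin-coated wells; Read-out basis: percent E-selectin-positive cells; Signal: immunofluorescence imaging; Control set: TNF-alpha, DMSO.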
# DENV2 CPE rescue: inhibitors of DENV2 cytopathic effect, primary screen, cell-based, plate reader, single concentration | CPE inhibition, % at 9.99 µM | actives 1.7% (n = 350,000) | DENV2-infected cells, cytopathic effect rescue; in the data active means CPE inhibition above about 20%, passing the limit was not always enough; inconclusive means no clear call, values can overlap the other calls; tested in BHK-21 cells;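 further: 0% = median of neutral control wells and 100% = median of positive control wells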
# F508del corr: F508del CFTR correction, initial screen, CFBE line, single point; activity (quench increase), % at 7.58 µM; actives 0.36% (n = 350,000); AID 720511, 2013; CFBE cells, YFP halide quenching; stimulated with forskolin plus potentiator P3; % fluorescence drop versus neutral controls;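 active means mean added fluorescence quench of at least 8% versus neutral control, with both replicates also reaching 8%; inconclusive means only one of the mean or replicate conditions met; inactive means mean below 8% and not both replicates reaching 8%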;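 further: cells transiently co-express mutant CFTR-F508del with the halide-sensitive YFP; corrector assay measuring rescue of mutant channel to the surface after 24 h compound exposure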
# XiGFP reactiv: activators of inactive X chromosome reactivation, primary screen, imaging, XiGFP fibroblasts, GFP high-content imaging, set 2; XiGFP mouse fibroblasts, % GFP-positive cells imaging, 3 d; cells co-treated with 5-aza-dC sensitizer; scaled so ellipticine positive control = 100%; activation, % at 7.58 µM; actives 0.055% (n = 360,000); AID 743238, 2013;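 active means mean normalized replicate activation at least 10% and every replicate at or above 10%; inconclusive means only one of the two criteria met; inactive means mean below 10% and not all replicates reach 10%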;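 further: 0% = median of on-plate neutral control wells and 100% = ellipticine 6 µM median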
#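 Material: XiGFP fibroblasts, SV40-immortalized; Buffer or medium: DMEM containing 5-aza-dC; Compound dosing: single point; Times: 3 days compound exposure.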
# * = called active by the depositor; ? = inconclusive; . = no result given.
SMILES,RAD54 branch,GSIS activator,RAD52 anneal inh,Casp6 inh,E-sel inducer,DENV2 CPE rescue,F508del corr,XiGFP reactiv
COc1ccc(N2CCN(S(=O)(=O)c3ccc4c(c3)NC(=O)CC(=O)N4)CC2)cc1,5,0,-9,0,-1.0,-4,4.4,0.0
Cn1cccc1P(=O)(c1cccn1C)c1cccn1C,.,20,-8,-2,.,7,0.5,.
NC(=O)CC[C@@H]1NC(=O)[C@@H]2CCCN2C(=O)c2cc([N+](=O)[O-])cc(I)c2NCCC[C@@H](C(=O)NC(CC(=O)O)C(N)=O)NC1=O (some centres undefined),.,-7,-6,-3,0.1,-3,0.7,0.0
CCOC(=O)C1(Cc2cccc(Cl)c2)CCCN(C(=O)c2occc2C)C1 (centres undefined),5,-24,-3,-1,0.0,-12,-2.2,0.0
Cc1cccc(NC(=O)Cn2c(O)c(N=NC(=O)c3ccncc3)c3ccccc32)c1,.,10,-21,-2,1.9,0,0.0,0.1
C=CCNC(=O)c1ccsc1N,.,-13,-271,4,1.4,9,3.5,-0.1
COc1ccccc1-c1ccccc1[C@H]1[C@H](C#N)N(C(=O)CN(C)C)[C@H]1CO,.,-10,2,1,-0.1,-2,-4.4,0.2
O=C(c1ccccn1)N1CC[C@@H]2[C@H](CO)Nc3ccc(C#Cc4ccccc4)cc3[C@@H]21,4,-30,-11,4,2.8,2,2.6,0.3
Cc1ccc(CNC(=O)c2ccc(N3CCC4(CC3)CC(c3ccccc3)=NO4)c(NC(=O)c3ccccc3)c2)cc1,3,-2,-23,-1,-0.4,.,-0.8,0.0
Cc1ccc2c(c1)N(S(=O)(=O)c1cc(-c3cc(C)no3)ccc1C)CCO2,-1,-15,-22,-2,.,-3,-1.3,0.1
C[C@@H]1CCCCO[C@H](CN(C)C(=O)Nc2cccc3ccccc23)[C@@H](C)CN([C@H](C)CO)C(=O)c2cc(NS(=O)(=O)c3ccc(F)cc3)ccc2O1,0,-29,5,0,0.1,-2,-2.0,0.4
COCCNC(=O)c1onc(CSc2ccccc2)c1C(=O)NCCOC,-4,-4,-8,1,-0.1,-10,-2.2,0.0
O=C1CCCCC1Sc1nnc(-c2ccc3c(c2)OCO3)o1 (centres undefined),.,9,-6,4,.,7,-2.3,0.0
CCCC#Cc1ccc2c(c1)O[C@H](CN(C)C(=O)c1ccncc1)[C@H](C)CN([C@H](C)CO)S2(=O)=O,12,19,12,-1,-0.1,-5,-0.6,0.2
CCCCCNCC(=O)Nc1cccc(C(=O)Nc2cccc(C(F)(F)F)c2)c1,.,-13,5,0,0.0,-5,-13,0.1
COc1ccc(/C=N/NC(=O)c2snnc2C)c(OC)c1OC,-7,1,-7,-2,0.0,-1,-3.3,0.0
C[C@@H]1CN([C@H](C)CO)C(=O)c2cc(-c3cccc(F)c3)cnc2O[C@H]1CN(C)C(=O)C1CCOCC1,0,4,-5,2,0.0,13,-0.3,-0.8
COC(=O)CN1C(=O)[C@H]2[C@@H](/C=C/c3ccccc3)N3C(=O)CN(CC4CC4)C(=O)[C@@]3(Cc3ccccc3)[C@H]2C1=O,5,.,-11,4,0.0,51*,1.9,-0.1
CN1C(C(=O)NCCc2cccs2)CC2Cn3c(nc4cc5ccccc5cc43)C21 (centres undefined),9,-7,5,2,0.5,2,4.2,0.0
COc1ccc(N2CCN(C(=O)CN(C3CCCCC3)S(C)(=O)=O)CC2)cc1,.,-7,-11,2,.,12,0.3,0.0
CC(C)(C)c1ccc(CC(=O)N2CCC2(C)C(=O)Nc2cccc3c2CCCC3)cc1 (centres undefined),-17,.,-5,-1,0.4,-15,-0.8,0.0
COCCOC(=O)N1C(=O)[C@@]2(c3ccccc31)[C@H](C(=O)N1CCN(c3ncccn3)CC1)[C@H]1C(=O)O[C@H](c3ccccc3)[C@H](c3ccccc3)N1[C@@H]2c1ccc(O)cc1,-4,.,8,1,.,5,-1.8,.
Cc1noc(C)c1NC(=O)Nc1cccc2c1O[C@H](CN(C)S(=O)(=O)c1ccc(F)cc1)[C@@H](C)CN([C@@H](C)CO)C2=O,-1,2,-7,-3,17,32*,-0.6,0.0
Nc1nnc(-c2ccc([N+](=O)[O-])o2)s1,6,-4,-16,2,0.8,-7,-2.8,1.2
CC(C)c1cc(=O)n2[nH]c(SCc3ccccc3Cl)nc2n1,13,-16,5,-1,1.7,-5,0.4,0.0
O=C(NC1CCOC1)c1cc(COc2cccc(C(F)(F)F)c2)on1 (centres undefined),0,-9,-21,0,.,6,1.5,0.3
COCC#Cc1ccc2c(c1)O[C@@H](CN(C)C(=O)Nc1ccc(OC)cc1)[C@H](C)CN([C@@H](C)CO)S2(=O)=O,4,-11,-8,-1,-0.2,?,0.7,0.1
Cc1c(Cl)cccc1NC(=S)N(Cc1ccccc1)Cc1cccnc1,.,-10,-24,-2,.,-5,1.0,0.0
COc1ccc(S(=O)(=O)NCC(=O)Nc2ccc(F)cc2)cc1,-13,-4,-20,1,.,-8,2.6,2.2

# Laid out differently: 2 of the compounds above
O=C(NC1CCOC1)c1cc(COc2cccc(C(F)(F)F)c2)on1 (centres undefined)
  RAD54 branch: 0
  GSIS activator: -9
  RAD52 anneal inh: -21
  Casp6 inh: 0
  E-sel inducer: .
  DENV2 CPE rescue: 6
  F508del corr: 1.5
  XiGFP reactiv: 0.3

COCC#Cc1ccc2c(c1)O[C@@H](CN(C)C(=O)Nc1ccc(OC)cc1)[C@H](C)CN([C@@H](C)CO)S2(=O)=O
  RAD54 branch: 4
  GSIS activator: -11
  RAD52 anneal inh: -8
  Casp6 inh: -1
  E-sel inducer: -0.2
  DENV2 CPE rescue: ?
  F508del corr: 0.7
  XiGFP reactiv: 0.1

# Three entries already listed, ordered by number of heavy atoms, highest first:
SMILES,RAD54 branch,GSIS activator,RAD52 anneal inh,Casp6 inh,E-sel inducer,DENV2 CPE rescue,F508del corr,XiGFP reactiv
COCC#Cc1ccc2c(c1)O[C@@H](CN(C)C(=O)Nc1ccc(OC)cc1)[C@H](C)CN([C@@H](C)CO)S2(=O)=O,4,-11,-8,-1,-0.2,?,0.7,0.1
O=C(NC1CCOC1)c1cc(COc2cccc(C(F)(F)F)c2)on1 (centres undefined),0,-9,-21,0,.,6,1.5,0.3
COc1ccc(S(=O)(=O)NCC(=O)Nc2ccc(F)cc2)cc1,-13,-4,-20,1,.,-8,2.6,2.2
